Screening data from PubChem.
GoLoco inh red – inhibitors of human Gai1-RGS12 GoLoco interaction (red fluorophore); Gai1:RGS12 GoLoco peptide FP, rhodamine, 10 min; P63096; 230,000 compounds, 0.44% hits; Potency, µM (doses to about 61.6 µM), for the others: at the top dose activity, negative = inhibition, most hits filed as inhibitors; active = well fitted inhibition curve with a large enough effect, not every such curve was filed as active; inactive = no such curve, though single readings can be large or run the other way; also: % is scaled to controls: 0 for no effect and ±100 for the full control effect; nearly all actives have a fitted effect of over 30% in size; many of its hits are not listed in these tables
RECQ1 inh – blocks DNA unwinding by human RECQ1; Potency, µM (doses to about 57.3 µM), without a hit: top-dose activity, negative = inhibition, hits mostly inhibitors; P46063; 240,000 compounds, 0.54% hits; RECQ1 DNA unwinding, red fluorescence kinetic read;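 also: plate controls were vehicle for no effect and no enzyme for full effect; nearly all actives have a fitted effect of over 30% in size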
Target sequence (P46063 whole entry, looked up): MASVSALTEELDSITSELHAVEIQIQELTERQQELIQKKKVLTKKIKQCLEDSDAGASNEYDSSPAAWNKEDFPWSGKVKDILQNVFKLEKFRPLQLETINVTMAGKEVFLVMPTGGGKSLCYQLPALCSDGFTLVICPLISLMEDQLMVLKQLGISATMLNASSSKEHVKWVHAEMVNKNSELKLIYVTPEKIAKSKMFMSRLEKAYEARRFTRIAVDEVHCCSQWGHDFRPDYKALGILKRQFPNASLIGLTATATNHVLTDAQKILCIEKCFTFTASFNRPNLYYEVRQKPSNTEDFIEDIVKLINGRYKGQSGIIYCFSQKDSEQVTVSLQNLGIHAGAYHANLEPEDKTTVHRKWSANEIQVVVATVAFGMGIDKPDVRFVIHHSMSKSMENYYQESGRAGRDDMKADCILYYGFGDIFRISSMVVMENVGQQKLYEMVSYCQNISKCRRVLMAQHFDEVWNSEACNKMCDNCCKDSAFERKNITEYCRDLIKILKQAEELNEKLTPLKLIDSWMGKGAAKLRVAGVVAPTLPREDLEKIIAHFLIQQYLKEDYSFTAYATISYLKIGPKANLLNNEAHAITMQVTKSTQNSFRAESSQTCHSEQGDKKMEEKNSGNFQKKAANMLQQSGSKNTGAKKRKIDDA
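50 nM RECQ1T1 preincubated 15 min with compound in Tris pH 8.0 buffer with MgCl2, DTT, Tween-20 and 2.5 ug/ml poly(dI-dC); started with 200 nM TAMRA/BHQ-2 forked duplex and 2 mM ATP. Unwinding read as fluorescence (525/598 nm), two reads 2 h apart.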
ALDH1A1 block – inhibitors of human aldehyde dehydrogenase 1A1; P00352; Purified ALDH1A1, NADH fluorescence, propionaldehyde substrate; Potency, µM (titrated, usually from 75.3 µM), without a hit: at the highest dose activity, negative = inhibition, usual class: inhibitors; 220,000 compounds, 7.3% hits; AID 1030; active = well fitted inhibition curve with a large enough effect, not every such curve was filed as active; inconclusive = small, poorly fitted or top-dose-only effect, or another doubt; inactive = no such curve, though single readings can be large or run the other way;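 also: plate controls were no enzyme wells and a reference inhibitor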
SMN2 splice up – increases expression of the SMN2 splice variant. HEK293 SMN2-luciferase splicing reporter, luminescence, 30-36 h. Potency, µM (top dose mostly 46.1 µM), without a hit: at the top dose activity change, positive = activation, actives largely listed as activators. 210,000 compounds, 2.8% hits; also: % of control where 0% means no effect; nearly all actives have a fitted effect of over 55% in size
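qHTS luciferase splicing reporter: luminescence rises when SMN2 exon 7 is included in transfected HEK293 cells. Compound exposure lasted 30-36 h at 37C, with 4.5 mM final sodium butyrate as control, followed by a ONE-Glo read.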
TexasRed fluor – alters Texas Red total fluorescence, flagging assay interference; Potency, µM (doses to about 106 µM), for the others: top-dose fluorescence change, negative = quenching; AID 1479; 280,000 compounds, 0.29% hits; TRb/SRC2 Texas Red total fluorescence interference; active = well fitted curve in either direction with a large enough effect; inconclusive = small, poorly fitted or top-dose-only effect; also: % is scaled to controls: 0 for no effect and ±100 for the full control effect
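Human TRb ligand-binding domain at 0.6 uM with 20 nM Texas Red SRC2 peptide in Tris buffer containing 1 uM T3 and 5% DMSO, incubated with compound 5 h at ambient temperature. Total fluorescence (555/632 nm) calculated as parallel + 2 × perpendicular.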
LMNA splice mod – modulators of lamin A splicing | 200,000 compounds, 0.01% hits | HeLa LMNA splicing GFP/RFP minigene ratio, 48 h | AID 1487 | Potency, µM (top dose mostly 46.1 µM), inactives show top-dose ratio change, negative = inhibition, actives largely listed as inhibitors; active = well fitted inhibition curve with a large enough effect in the signal ratio, with a control signal flat, not every such curve was filed as active; inconclusive = small, poorly fitted or top-dose-only effect, or effect the other way, or a change in a side signal; the % refers to the signal ratio; also: % is scaled to controls: 0 for no effect and ±100 for the full control effect
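Read-out is the ratio of GFP to DsRed2 object intensity, acquired by 488 nm laser-scanning cytometry on HeLa lamin A-EGFP minigene reporter cells. Compound incubation 48 hrs at 37 °C in Opti-MEM with 2% FBS; DMSO 0.5% final.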
JMJD2E inh – JMJD2E (human) inhibition | B2RXH2 | JMJD2E catalytic domain, FDH-coupled NADH fluorescence (FDH is formaldehyde dehydrogenase) | Potency, µM (highest dose often 57.1 µM), without a hit: top-dose activity change, negative = inhibition, hits mostly inhibitors | 230,000 compounds, 1.6% hits | AID 2147; active = well fitted inhibition curve with a large enough effect, not every such curve was filed as active; inconclusive = small, poorly fitted or top-dose-only effect, or another doubt; inactive = no such curve, though single readings can be large or run the other way;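 also: 0% = wells with enzyme and -100% = buffer wells without enzyme; nearly all actives have a fitted effect of over 50% in size; many of its hits are not listed in these tables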
TRb SRC2 PPI – disrupts binding of human TR beta to SRC2. TRbeta-SRC2 peptide binding, fluorescence polarization; receptor liganded with 1 µM T3. 280,000 compounds, 0.065% hits. Potency, µM (doses to about 106 µM), for the others: top-dose activity change, negative = inhibition, usual class: inhibitors;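 also: plate controls were bound peptide for no effect and peptide without receptor for full effect; nearly all actives have a fitted effect of over 50% in size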
Target sequence (P10828 whole entry, looked up): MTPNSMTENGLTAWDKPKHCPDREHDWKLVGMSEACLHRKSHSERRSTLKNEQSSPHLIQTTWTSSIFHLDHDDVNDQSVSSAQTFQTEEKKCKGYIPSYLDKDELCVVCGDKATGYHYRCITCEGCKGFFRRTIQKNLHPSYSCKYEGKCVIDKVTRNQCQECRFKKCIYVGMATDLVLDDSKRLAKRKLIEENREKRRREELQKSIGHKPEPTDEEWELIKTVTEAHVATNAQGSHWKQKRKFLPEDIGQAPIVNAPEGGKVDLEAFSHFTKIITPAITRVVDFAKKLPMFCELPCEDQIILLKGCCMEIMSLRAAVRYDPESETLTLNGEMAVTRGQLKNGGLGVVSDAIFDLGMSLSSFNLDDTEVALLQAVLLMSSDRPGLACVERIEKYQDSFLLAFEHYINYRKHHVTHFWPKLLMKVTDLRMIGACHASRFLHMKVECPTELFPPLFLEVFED
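A fluorescence polarization screen tested compounds at multiple concentrations against complex formation between 0.6 uM TRb ligand-binding domain and 20 nM Texas Red SRC2 peptide, with 1 uM T3 present; readout after 5 hr.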
* marks the source's active call; other numbers are inactive results; i = inactive; u = inconclusive; x = not tested or not shown; & = joins results of further samples; [ ] = remark or other dose. Unless noted, calls follow the shape of the dose curve; as a rule, active = well fitted curve in the direction sought with a large enough effect; inconclusive = small, poorly fitted or top-dose-only effect, or another doubt; inactive = no such curve, though single readings can be large; an effect the other way counts as inactive or inconclusive. Potency is read from the fitted curve at half-maximal effect.

SMILES	GoLoco inh red	RECQ1 inh	ALDH1A1 block	SMN2 splice up	TexasRed fluor	LMNA splice mod	JMJD2E inh	TRb SRC2 PPI
Cc1ccc(S(=O)(=O)/C=C/c2ccccc2)cc1	3%	-6%	-4%	-13%	5%	-11%	-4%	-3%
O=c1[nH]c2ccc(S(=O)(=O)N3CCCCC3)cc2o1	7%	-4%	-1%	10%	-1%	-8%	-5%	12%
CCn1c(SCC(=O)Nc2cc(C)on2)nnc1-c1ccc(S(=O)(=O)N2CCCC2)cc1	5%	i	u	3%	-1%	0%	u	1%
CCOC(=O)N/N=C/c1ccccc1OCc1ccc(Cl)cc1	10%	2%	1%	27%	-4%	u	7%	0%
CCOC(=O)N1CCC(N2CCN(S(=O)(=O)CC)CC2)CC1	-3%	i	-13%	-2%	1%	13%	-19%	11%
O=C(c1ccc(Br)cc1)C1CCc2occc2C1=O (configuration not stated)	108%[activator]	-9%	2%	-17%	-1%	u	u	-18%
Cn1nc(-c2ccccc2)c(/C=N/O)c1Cl	1%	i	0%	1%	-1%	x	2%	-7%
O=C(Nc1ccccc1C(=O)N1CCCCC1)C1CCCCC1	-1%	i	0%	-9%	0%	3%	-1%	1%
Cc1cccc(Cn2cnc3c(nnn3Cc3ccccc3F)c2=O)c1	6%	i	-8%	-11%	-3%	3%	5%	-8%
O=C(NCC(c1cccs1)N1CCOCC1)c1ccccc1NS(=O)(=O)c1ccc(Br)cc1 (configuration not stated)	14%	i	5%	0%	-1%	u	-16%	1%
Cc1cc(Cl)nc(-c2ccccc2)n1	-3%	-5%	-2%	x	1%	u	-5%	1%
O=C(NC1=NCCS1)c1ccc(Cl)c(S(=O)(=O)N2CCCCC2)c1	4%	-2%	u	-17%	-1%	-1%	-6%	-12%
COc1ccc2c(c1)C(c1cccs1)=NNC(c1cccnc1)=N2	13%	18%	-17%	-4%	-1%	x	-1%	0%
O=S(=O)(Nc1ncn[nH]1)c1ccc(Cl)cc1	-2%	10%	-3%	-4%	-2%	-1%	5%	1%
O=C(Cc1ccc(NS(=O)(=O)c2ccc(F)cc2)cc1)NCc1ccccc1	-4%	-8%	u	-8%	1%	u	-2%	-2%
COc1cc2c(cc1[N+](=O)[O-])n(C(C)C)c(=O)n2C(C)C	11%	i	-11%	0%	0%	x	-5%	-1%
CCOc1ccc(NC(=O)CSc2nnc(-c3ccccn3)n2N)cc1	8%	-5%	11µM*	-9%	-2%	0%	-2%	5%
COc1ccc(CC(=O)NCc2nnc(SCC(=O)c3ccc(OC)cc3)n2C)cc1	4%	2%	-9%	11%	0%	x	-2%	-4%
CCn1c(SCc2cccnc2)nnc1-c1c[nH]c2ccccc12	9%	-8%	5%	-17%	-3%	-5%	-7%	4%
O=C1/C(=C/c2ccncc2)CCC/C1=C\c1ccncc1	-14%	-30%	-7%	-106%[inhibitor]	-1%	x	-7%	-4%
CCc1ccc(NC(=O)CSc2nc3cc(C(=O)OC)ccc3c(=O)n2CC2CCCO2)cc1 (configuration not stated)	6%	-3%	u	-14%	1%	4%	2%	7%
Cc1nc(SC(C)C(=O)Nc2cccc(C(F)(F)F)c2)c2c(C)c(C(=O)O)sc2n1 (configuration not stated)	9%	-19%	x	x	-2%	x	-5%	7%
COc1cccc(-c2csc(N3CCN(C(=S)Nc4cccc(Cl)c4)CC3)n2)c1	18%	-15%	u	-5%	1%	2%	5%	-2%
CC(=O)Nc1ccc(OCC(O)Cn2ccnc2C)cc1 (configuration not stated)	15%	20%	3%	-4%	-4%	-1%[46 µM]	-1%	7%
COCCOC(=O)C1=C(C)NC(=O)NC1c1c(OC)ncnc1OC (configuration not stated)	3%	-5%	-12%	4%	-1%	-7%	-2%	1%
COC(=O)c1sc(-c2ccccc2)cc1NC(=O)C1CC1	3%	-19%	-4%	-11%	0%	29%[9.22 µM]	u	-8%
Cc1c(C(=O)N2CCOCC2)sc(NC(=O)c2ccc3c(c2)OCO3)c1C#N	11%	12%	-7%	18%	-1%	-3%	-3%	3%
CN1CC(O)C2=CC(=O)C(=O)C=C21 (configuration not stated)	3.5µM*	2.8µM*	-13%	-6%	u	x	x	-24%
O=C(CN1CCN(c2ccccn2)CC1)Nc1cc(C(F)(F)F)ccc1Cl	2%	-11%	u	-19%	-3%	-29%	-5%	-12%
O=C(CSCc1cccc(Cl)c1)Nc1ccccc1-c1ccccc1	5%	-6%	u	-12%	-2%	-6%	-9%	0%
N#Cc1c(N)n(CCNC(=O)c2ccc(Cl)cc2)c2nc3ccccc3nc12	3%	-5%	u	-19%	-2%	15%	u	-2%
CC(=O)OCC1C2CC[C@H]3C(OCc4ccc(F)cc4C(F)(F)F)OC[C@]4(C)[C@H]3C2=C(CN4C(=O)OC(C)(C)C)[C@H](C)C1COC(C)=O (some centres not stated)	1%	i	-8%	-5%	-3%	x	-3%	4%
O=C(NNC1CC(=O)N(c2ccc(F)cc2)C1=O)c1cccnc1 (configuration not stated)	-31%	-4%	x	x	2%	x	4%	6%
CCOC(=O)COc1ccc2c(=O)c(-c3ccccc3OC)coc2c1	13%	14%	-4%	2%	-3%	-4%[46 µM]	-14%	-2%
O=C(CC1CCCCC1)N1CCCC(c2nc(-c3ccc(S(=O)(=O)N4CCCC4)cc3)no2)C1 (configuration not stated)	16%	-18%	u	-52%[inhibitor]	2%	6%	-7%	0%
CC(=O)c1ccc(N2CCN(C(=O)CCCn3c(=S)[nH]c4cc5c(cc4c3=O)OCO5)CC2)cc1	15%	-7%	u	-23%	-6%	7%	-17%	-1%
CCCCCCC(=O)NNC(=O)CC(=O)Nc1ccccc1C(=O)O	0%	7%	4%	14%	-2%	-5%	0%	-18%
COc1ccc(-n2cc(-c3ccccc3)c3c(N4CC(C)OC(C)C4)ncnc32)cc1 (configuration not stated)	9%	-12%	u	-8%	-1%	x	u	0%
CC(C)(C)c1ccc(NC(=S)NCc2cccnc2)cc1	-13%	-21%	x	x	-2%	x	-2%	-4%
N/C(=N\OS(=O)(=O)c1ccc2ccccc2c1)c1ccccn1	6%	i	u	5%	0%	-3%[46 µM]	u	1%

Just ALDH1A1 block and TexasRed fluor (3 entries from above):
structure	ALDH1A1 block	TexasRed fluor
CCOC(=O)COc1ccc2c(=O)c(-c3ccccc3OC)coc2c1	-4%	-3%
O=C(CC1CCCCC1)N1CCCC(c2nc(-c3ccc(S(=O)(=O)N4CCCC4)cc3)no2)C1 (configuration not stated)	u	2%
CC(=O)c1ccc(N2CCN(C(=O)CCCn3c(=S)[nH]c4cc5c(cc4c3=O)OCO5)CC2)cc1	u	-6%

Following part.
SMILES	GoLoco inh red	RECQ1 inh	ALDH1A1 block	SMN2 splice up	TexasRed fluor	LMNA splice mod	JMJD2E inh	TRb SRC2 PPI
Oc1ccc(Br)cc1/C=N/N1CCN(Cc2cccc3ccccc23)CC1	3%	0%	x	x	-2%	x	3%	3%
O=C(CSc1nnc(SCc2ccccc2)s1)N/N=C/C=C/c1ccccc1[N+](=O)[O-]	7%	1%	-15%	7%	-3%	-11%	9%	9%
COC(=O)c1ccccc1NC(=O)NCc1ccco1	-5%	-11%	-8%	3%	-3%	2%	u	4%
Cc1[nH]c2ccc(-c3n[nH]c(=S)n3Cc3ccccc3)cc2c1C	-1%	i	u	-7%	-6%	u	u	-1%
CC1(C)NC(=O)N(CCCCOc2ccc(Br)cc2Cl)C1=O	8%	-1%	u	-7%	-1%	5%	-1%	-17%
Cc1ccc(NC(=O)CCC(=O)NNC(=O)c2ccco2)c(C)c1	5%	-5%	5%	-3%	-1%	-4%[0.0737 µM]	8%	1%
COc1ccc2cc(C#N)c(SCC(=O)N3CC(=O)Nc4ccccc43)nc2c1	6%	i	x	x	8%	x	4%	10%
COc1ccccc1N1CCN(C(=O)CCSCc2ccccc2F)CC1	-8%	-12%	-17%	-25%	0%&-2%	-19%[46 µM]	8%	1%&9%
CN(C)C(=O)c1cn(-c2ccc(Cl)cc2)c(=O)c2ccccc12	-9%	-1%	3%	u	-1%	x	u	1%
CCOC(=O)C(=CNc1ccc(C)cc1C)C(=O)OCC	-2%	-9%	2%	2%	2%	-10%	-6%	-12%
CN1CCN(C(=O)c2cc3ccccc3oc2=O)CC1	1%	-6%	u	-16%	2%	u	u	-3%
CN(C(=O)COc1ccccc1)c1nnc(-c2ccncc2)s1	5%	-5%	-9%	5%	-1%	-5%	u	-3%
Cc1ccc(-n2ncc3c(=O)[nH]c(SCC(=O)N4CCN(c5ccccc5)CC4)nc32)cc1	12%	-3%	6%	11%	2%	0%	17%	-5%
CCCn1c(C)nc2c(Nc3ccccc3)nc(C)nc21	5%	-10%	3%	-4%	-1%	x	-4%	-3%
COc1cccc(C(CC(=O)Nc2cccc3ccccc23)NC(=O)c2ccccc2)c1 (configuration not stated)	1%	-13%	6%	-30%[inhibitor]	2%	u	4%	-13%
COc1cc(OC)c(OC)cc1CN1CCCC(C(=O)c2ccc3c(c2)OCO3)C1 (configuration not stated)	16%	-4%	3%	x	-2%	14%[46 µM]	u	-3%
NC(=O)c1ccsc1N	20µM*	i	u	x	0%[53 µM]	x	-8%	-4%[53 µM]
CC1(C)Cc2c(c(-c3ccccc3)nc(N3CCCC3)c2C(N)=O)CO1	-5%	i	1%	16%	2%	2%	-29%	-17%
Cc1ccc(NC(=O)Nc2ccc3c(c2)N(C)C(=O)CS3)nc1	41%[activator]	-10%	3%	u	2%	-1%	14%	3%
C=CCn1c(CSc2nc3ccccc3s2)nnc1SCC(=O)NCc1ccco1	7%	-8%	u	-15%	-5%	6%	-7%	-6%
Cc1ccc(OCC(=O)Nc2ccc3c(c2)OCO3)c([N+](=O)[O-])n1	-5%	-1%	-7%	20µM*	-2%	12%	11%	-8%

Not all compounds are listed (hit frequency here may not be typical).
